Screening data (PubChem BioAssay)
MEKK2 WT-MEK5: raises or lowers MEK5 binding to wildtype human MEKK2 PB1 domain. Q9Y2U5. bead flow cytometry, Alexa488-MEK5 binding to MEKK2 WT; actives lie on both sides. binding response (% of control), % at 10 µM. 290,000 compounds, 1.1% hits; in the data active = binding response below about 67% or above about 130%
GPR7 antag: antagonists of human GPR7 (neuropeptides B/W receptor 1); 290,000 compounds, 1.1% hits; inhibition, % at 4.4 µM; P48145; AID 1861; GPR7-expressing cells, fluorescence antagonist assay; in the data active = inhibition above about 16%, passing the limit was not always enough;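 note: cells stimulated with the agonist NPW; 0% = agonist with vehicle and 100% = vehicle without agonist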
V1aR counter: V1a receptor agonism, counter-screen for OXTR agonists; activation, % at 3 µM; P37288; 320,000 compounds, 0.25% hits; CHO-V1R cells, Fluo-8 calcium fluorescence, agonist mode; 0% DMSO, 100% 3 nM vasopressin;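 active = activation above the mean activation of all tested compounds plus 3 SD, per screening run, cut at about 20% in these data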;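 note: signal is peak over basal fluorescence ratio across a 100 second FLIPR read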
Target sequence (P37288 whole entry, looked up): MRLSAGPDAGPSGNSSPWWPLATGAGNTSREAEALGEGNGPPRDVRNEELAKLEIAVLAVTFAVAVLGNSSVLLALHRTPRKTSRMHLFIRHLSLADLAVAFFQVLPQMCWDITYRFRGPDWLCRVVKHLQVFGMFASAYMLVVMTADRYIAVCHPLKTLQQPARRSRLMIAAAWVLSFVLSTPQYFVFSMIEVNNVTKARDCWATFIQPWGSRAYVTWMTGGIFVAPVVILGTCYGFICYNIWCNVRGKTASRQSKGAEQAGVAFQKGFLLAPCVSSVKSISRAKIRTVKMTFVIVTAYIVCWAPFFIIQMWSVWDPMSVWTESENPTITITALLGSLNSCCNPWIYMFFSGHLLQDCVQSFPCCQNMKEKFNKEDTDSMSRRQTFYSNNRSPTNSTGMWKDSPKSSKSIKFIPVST
OXTR agonist: human OXTR agonism | activation, % at 3 µM | P30559 | CHO-OTR cells, Fluo-8 calcium fluorescence; normalized: DMSO 0%, oxytocin 100% | 320,000 compounds, 0.32% hits | AID 2435;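 active = activation above the mean of all tested compounds plus 3 SD, cutoff set per screening run, cut at about 20% in these data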;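 note: peak over basal fluorescence ratio from a 100 s FLIPR kinetic read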
Target sequence (P30559 whole entry, looked up): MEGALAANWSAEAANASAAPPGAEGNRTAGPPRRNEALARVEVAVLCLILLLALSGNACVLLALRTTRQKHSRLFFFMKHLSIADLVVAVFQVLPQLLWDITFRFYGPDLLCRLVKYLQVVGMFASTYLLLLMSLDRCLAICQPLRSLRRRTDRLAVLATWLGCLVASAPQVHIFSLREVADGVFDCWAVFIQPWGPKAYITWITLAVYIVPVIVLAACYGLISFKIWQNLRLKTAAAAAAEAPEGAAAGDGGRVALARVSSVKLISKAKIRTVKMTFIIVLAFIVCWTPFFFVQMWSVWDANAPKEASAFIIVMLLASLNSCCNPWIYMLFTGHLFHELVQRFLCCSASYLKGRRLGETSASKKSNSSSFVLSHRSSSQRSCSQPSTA
OXTR potentiator: human OXTR potentiation; CHO-OTR cells, Fluo-8 calcium fluorescence, potentiator mode; 0% = oxytocin EC15, 100% = EC100; activation, % at 3 µM; 320,000 compounds, 0.061% hits;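 active = activation above that plate's cutoff, the mean activation of tested compounds plus 3 SD, cut at about 6.6% in these data, passing the limit was not always enough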;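 note: 100% uses oxytocin at 75 nM as the full agonist control; some results filed as inactive read as strong as hits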
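Replication – single well per compound, singlicate · Assay system – CHO cell line stably expressing human OTR · Timing – 6 min pre-incubation, 100 s read · Measure – normalized max/min fluorescence ratio, % activation · Doses – 3.0 µM, one dose · Detection – Fluo-8 calcium dye fluorescence · Probe or stimulus – oxytocin near EC15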
NALP1 inh: NALP1 inhibition. AID 2071. 280,000 compounds, 0.61% hits. S. cerevisiae NALP1/ASC/caspase-1 growth, X-gal OD620, 72 h. inhibition, % at 10 µM; in the data active = inhibition mostly above about 24%, no sharp cut-off; inactive = mostly below about 32%; note: some compounds called inactive have numbers as strong as hits
MEKK2mut PB1 HTS: signal of MEK5 binding to mutant human MEKK2 PB1 domain | 290,000 compounds, 0.35% hits | bead flow cytometry, Alexa488-MEK5 binding to MEKK2 mutant | AID 1530 | percent response, % at 10 µM; in the data active = percent response above about 24%, passing the limit was not always enough; note: inactives centre near 1; some results filed as inactive read as strong as hits
M18AAP inhibitor: PfM18AAP enzyme inhibition | inhibition, % at 7.35 µM | recombinant PfM18AAP, H-Glu-NHMec fluorogenic cleavage | 290,000 compounds, 1.2% hits | AID 1822;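 active = inhibition above the campaign mean inhibition over all tested compounds plus 3 SD, cut at about 28% in these data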;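 note: 0% = plate median of test compound wells and 100% = 2 mM ZnCl2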
GalR3 antag: blocks the human galanin receptor 3 | 360,000 compounds, 0.44% hits | O60755 | HEK293 GalR3-CNG cAMP membrane potential fluorescence; galR3 body fused to GalR1 C-terminus | inhibition, % at 3 µM;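 active = inhibition above the screen-wide average plus 3 SD, cut at about 13% in these data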;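 note: forskolin and galanin both at EC90 stimulate the cells; cAMP rise reported by CNG channel membrane potential dye signal; 0% = forskolin plus galanin with DMSO and 100% = forskolin alone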
Target sequence (O60755 1-299 limits assumed): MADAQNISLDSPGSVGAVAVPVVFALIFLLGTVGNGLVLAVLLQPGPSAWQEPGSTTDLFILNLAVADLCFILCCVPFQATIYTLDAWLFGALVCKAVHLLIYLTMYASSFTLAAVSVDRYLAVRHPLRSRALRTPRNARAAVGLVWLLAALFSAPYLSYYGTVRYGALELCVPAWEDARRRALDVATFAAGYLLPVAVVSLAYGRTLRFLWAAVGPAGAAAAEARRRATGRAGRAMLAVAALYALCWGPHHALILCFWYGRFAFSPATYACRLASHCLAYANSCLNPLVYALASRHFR
* marks the source's active call; other numbers are inactive results; . = no result given. Not a hit list; 4.1% or so of the library scored in one or more.

SMILES | MEKK2 WT-MEK5 | GPR7 antag | V1aR counter | OXTR agonist | OXTR potentiator | NALP1 inh | MEKK2mut PB1 HTS | M18AAP inhibitor | GalR3 antag
CC(NCC(=O)Nc1ccccc1C(=O)NC1CC1)c1cccs1 (stereo not drawn) | . | . | -0.7 | 0.1 | -4 | . | . | . | -6
c1ccc(N2CCN(c3nc4cc5c(cc4s3)OCO5)CC2)cc1 | 94 | -4 | -0.5 | 0.1 | -6 | 37 | 0 | -2 | -8
CSc1ccccc1NC(=O)CSc1nncs1 | 105 | -4 | -0.1 | 0.1 | -2 | 4 | 0 | 3 | -4
Cc1ccc(C=Nc2ccccc2C(N)=O)cc1 | 101 | 12 | -0.1 | 0.0 | 2 | -23 | 6 | -9 | -8
O=C(CCC(=O)c1cccs1)NCC(c1ccc(F)cc1)N1CCOCC1 (stereo not drawn) | . | . | -0.5 | -0.2 | 0 | . | . | . | 2
CC(C)n1c(SCc2ccc(Cl)cc2)nc2c1c(=O)[nH]c(=O)n2C | 104 | -4 | -0.3 | -0.7 | -13 | 17 | 9 | -3 | -1
CC[C@@]1(C(=O)OC)N[C@H](CN(C)S(=O)(=O)c2ccc(OC)cc2)[C@@H]2C(=O)N(C)C(=O)[C@@H]21 | . | . | 0.0 | 0.8 | -5 | . | . | . | -1
C/C(=N\NC(=O)C(=O)Nc1cc(Cl)ccc1Cl)c1ccncc1 | 97 | -6 | 1.0 | 0.5 | -2 | 25 | -2 | 11 | -1
O=C(CNc1cccc(C(F)(F)F)c1)N/N=C/c1ccccc1C(=O)O | 98 | -19 | -0.4 | -0.1 | -2 | 6 | -2 | 4 | -2
COc1ccc(-c2nc(CS(=O)CC(=O)N3CCN(C)CC3)c(C)o2)cc1OC (stereo not drawn) | 99 | -8 | 0.1 | 1.2 | -11 | 29 | 1 | -3 | -10
O=C(CCS(=O)(=O)Cc1ccccc1F)N1CCc2ccccc2C1 | . | -16 | -0.6 | -0.9 | -9 | 4 | . | 2 | 1
Cc1ccc(-n2c(=O)cc(N3CCN(C(=O)c4ccco4)CC3)[nH]c2=O)cc1 | 111 | -3 | 0.7 | -0.1 | -5 | . | 5 | -4 | 15*
Cc1[nH]c(=O)nc2c1CCC2 | 103 | -14 | 1.1 | 0.8 | -8 | -1 | -1 | 6 | 2
CCOC(=O)C(=CNc1cccc(N)n1)C(=O)OCC | 92 | -10 | -0.7 | -1.6 | -2 | -15 | -3 | 3 | -5
CN1CCN(c2ncc(CN3C(=O)c4ccccc4C3=O)s2)CC1 | 108 | 0 | 0.9 | 0.5 | -4 | 14 | 4 | 4 | -5
COc1ccc(C)cc1NC(=O)C1CCCN1S(=O)(=O)c1ccccc1F (stereo not drawn) | . | . | -0.4 | -1.5 | -4 | . | . | . | -6
S=C1NCN(C2CCCCC2)CN1Cc1ccccc1 | 98 | -1 | 1.1 | -0.5 | 1 | 11 | 0 | 4 | 7
COC(=O)c1c(-c2ccccc2)csc1NC(=O)c1ccco1 | 100 | -18 | -0.1 | -0.7 | 4 | 7 | -1 | 9 | 1
Cc1onc(-c2ccccc2)c1C(=O)OCc1nnc(-c2ccc([N+](=O)[O-])cc2)o1 | . | . | 5.1 | 5.5 | -9 | . | . | . | -5
Cc1ccsc1C(=O)OCC(=O)Nc1c(C)n(C)n(-c2ccccc2)c1=O | 103 | -8 | 0.8 | -0.4 | -4 | 33 | 0 | -7 | -4
CCCN(CCC)C(=O)CCS(=O)(=O)c1cccc2nsnc12 | 100 | 0 | -0.1 | 0.0 | -1 | 19 | 1 | -3 | 0
Cc1ccccc1OCCn1c(=O)oc2ccccc21 | 103 | 10 | -1.2 | -2.1 | -14 | -4 | 2 | 3 | -4
CSc1ccc(S(=O)(=O)N(CC(=O)NCc2ccccn2)c2ccc(C)cc2)cc1 | 100 | -16 | -0.6 | -1.1 | -15 | -27 | 2 | -5 | -9
CCCCN(CC)CCCNC(=O)C1CCN(c2ncnc3c2sc2cccc(F)c23)CC1 | 107 | -4 | 0.3 | -0.2 | -5 | -11 | -9 | -5 | -3
CCCNC(=O)c1onc(CSc2ccccn2)c1C(=O)NCCC | 89 | . | 0.1 | 0.3 | -7 | 2 | 1 | . | 0
COc1ccc(NC(C)=O)cc1NC(=O)c1cccc(C(F)(F)F)c1 | 97 | 3 | -1.0 | -2.0 | -7 | -13 | -4 | 8 | -5
CC(=O)Nc1ccc(S(=O)(=O)N(C)CC(=O)N/N=C/c2cccc(O)c2)cc1 | 101 | -7 | -0.9 | 1.4 | 15* | -3 | 1 | -6 | 1
CC(C)OCCCNC(=O)c1ccc(Br)cc1 | 92 | -4 | -0.2 | -1.5 | -8 | -7 | -5 | -2 | .
O=C(NC(=S)Nc1cccc([N+](=O)[O-])c1)C1CCCC1 | 78 | 20* | 0.5 | -0.1 | -10 | 31 | -13 | -14 | 2
COc1cccc(Nc2nnc(SCN3C(=O)c4ccccc4C3=O)s2)c1 | 98 | -2 | -0.8 | -1.7 | 0 | . | 5 | -1 | -1
CCOC(=O)CN1C(=O)N[C@@H](c2cccs2)C(C(C)=O)=C1C | 98 | . | 0.5 | -1.0 | -2 | . | -2 | . | -4
CCc1nccn1CCC(=O)N1CCCC(Nc2ccc(F)cc2)C1 (stereo not drawn) | 108 | -12 | -0.4 | 1.6 | -2 | 12 | 3 | -4 | -7
COc1ccc(C(=O)N2CCN(c3ccc([N+](=O)[O-])c(-n4nc(C)cc4C)c3)CC2)cc1 | 91 | -8 | 2.6 | -1.0 | -1 | 22 | -2 | -1 | -2
Cc1ccccc1C(=O)NNC(=O)c1ccc(F)cc1 | 118 | -10 | 0.2 | -0.6 | -8 | -5 | 5 | -1 | 1
COc1cccc(-n2c(Cc3cc(=O)[nH]c(=O)[nH]3)nnc2SCC(=O)N2CCCC2)c1 | 81 | -17 | 1.2 | 0.5 | -1 | . | -16 | 5 | -3
O=c1[nH]c(Nc2ccccc2)cc2ccccc12 | 101 | -1 | 3.9 | 6.3 | -3 | 3 | 3 | 9 | -2

Sorted by the number under GalR3 antag (descending): 3 from the list above
| structure | MEKK2 WT-MEK5 | GPR7 antag | NALP1 inh | MEKK2mut PB1 HTS | M18AAP inhibitor | GalR3 antag |
| --- | --- | --- | --- | --- | --- | --- |
| Cc1ccccc1C(=O)NNC(=O)c1ccc(F)cc1 | 118 | -10 | -5 | 5 | -1 | 1 |
| COc1ccc(C(=O)N2CCN(c3ccc([N+](=O)[O-])c(-n4nc(C)cc4C)c3)CC2)cc1 | 91 | -8 | 22 | -2 | -1 | -2 |
| COc1cccc(-n2c(Cc3cc(=O)[nH]c(=O)[nH]3)nnc2SCC(=O)N2CCCC2)c1 | 81 | -17 | . | -16 | 5 | -3 |

In another format: 3 of the compounds above
The line under a structure holds: MEKK2 WT-MEK5	GPR7 antag	V1aR counter	OXTR agonist	OXTR potentiator	NALP1 inh	MEKK2mut PB1 HTS	M18AAP inhibitor	GalR3 antag
- CCc1nccn1CCC(=O)N1CCCC(Nc2ccc(F)cc2)C1 (stereo not drawn)
    108	-12	-0.4	1.6	-2	12	3	-4	-7
- COc1ccc(C(=O)N2CCN(c3ccc([N+](=O)[O-])c(-n4nc(C)cc4C)c3)CC2)cc1
    91	-8	2.6	-1.0	-1	22	-2	-1	-2
- Cc1ccccc1C(=O)NNC(=O)c1ccc(F)cc1
    118	-10	0.2	-0.6	-8	-5	5	-1	1

The list continues.
SMILES | MEKK2 WT-MEK5 | GPR7 antag | V1aR counter | OXTR agonist | OXTR potentiator | NALP1 inh | MEKK2mut PB1 HTS | M18AAP inhibitor | GalR3 antag
O=C(NCc1cccnc1)[C@@H]1CC=C[C@@H]2CCN(Cc3ccc(Cl)c(Cl)c3)C(=O)[C@@H]21 | 102 | . | -0.6 | 0.1 | -8 | . | -2 | . | -3
CC(C)Cc1nc(NCCN2CCOCC2)c(C#N)c2c1COC(C)(C)C2 | 104 | -13 | 3.5 | -2.0 | -3 | 4 | 3 | 1 | 0
CCOC(=O)Cc1c(C)nc2c(C#N)c[nH]n2c1=O | 101 | -8 | -0.5 | -1.2 | -6 | -8 | 8 | 6 | -9
CC1CN(CCCOc2ccccc2[N+](=O)[O-])CC(C)O1 (stereo not drawn) | 109 | -2 | 0.6 | 0.2 | -5 | -3 | 6 | 13 | -5
Cc1c(C(=O)N2CCC(C)CC2)sc2ncnc(N3CCN(c4ccccc4)CC3)c12 | . | 2 | . | . | . | 34 | . | 3 | -7
CCc1cc2c(NC(Cc3ccccc3)C(=O)O)nc(C)nc2s1 (stereo not drawn) | 108 | -2 | -0.6 | -1.2 | -5 | 13 | 17 | -2 | -2
CCCCc1ccc(C2C(C#N)=C(N)SC(N)=C2C#N)s1 | 100 | 6 | 15 | 16 | -13 | 16 | 4 | 5 | .
CC(C)(C)C1CCC2(CC1)SCC(=O)N2c1ccccc1 (stereo not drawn) | 103 | 8 | -0.6 | 0.8 | -5 | 5 | 5 | 3 | -2
CCOc1ccc(N2CC(C(=O)Nc3ccccc3C(=O)NC3CC3)CC2=O)cc1 (stereo not drawn) | 99 | -6 | 0.4 | 0.2 | -11 | 9 | 1 | -5 | -8
CCN(C(=O)CSc1ncnc2sccc12)c1c(N)n(Cc2ccccc2)c(=O)[nH]c1=O | . | . | -0.2 | 0.1 | -3 | . | . | . | -1
CN1CCN(C(=O)CCn2c(=O)c3cccn3c3cccnc32)CC1 | 101 | -8 | 0.5 | 1.2 | 0 | 10 | 13 | 1 | -4
COc1ccc2ccccc2c1/C=N/NC(=O)c1nnn(-c2nonc2N)c1CN(C)C | 99 | 1 | -0.3 | -0.5 | -9 | 27 | -2 | 0 | -7
Cc1noc(C(=O)Nc2ccc(C#N)cc2)c1Cl | 104 | -12 | . | . | . | 4 | 2 | 1 | -11
C=CCNc1nc(Cl)nc(NCc2ccco2)n1 | 106 | -3 | . | . | . | 6 | 3 | -9 | -11
COc1ccc(C(C)(C)C)cc1NC(=O)C1CC=CCC1C(=O)O (stereo not drawn) | 103 | -9 | -0.2 | -0.8 | 4 | 9 | 3 | -10 | -3
O=C(c1cnc(N2CCN(c3ccccn3)CC2)c2ccccc12)N1CCN(c2cccc(Cl)c2)CC1 | 98 | -19 | 3.7 | 2.0 | -8 | -8 | 2 | 3 | 8
CCCNC(=O)Cn1sc2nc(C)cc(C)c2c1=O | 90 | -15 | 3.4 | 2.6 | -6 | . | -4 | 58* | -6
O=C(c1ccccc1)N(Cc1ccc(F)cc1)Cc1nc2ccccc2c(=O)[nH]1 | 100 | 1 | -0.7 | -1.5 | 2 | 3 | -3 | -5 | -5
O=C(CCC(=O)NC1CCCCC1)NCc1ccc(F)cc1 | 98 | -4 | 1.5 | 0.0 | 6 | 9 | -4 | -6 | -12
COc1ccc(C(=O)Oc2ccc(C(=S)N3CCOCC3)cc2)cc1 | 84 | 7 | 1.7 | 1.0 | -9 | -9 | -12 | 21 | -2

Record cards, from the list above. Order of values: MEKK2 WT-MEK5 | GPR7 antag | V1aR counter | OXTR agonist | OXTR potentiator | NALP1 inh | MEKK2mut PB1 HTS | M18AAP inhibitor | GalR3 antag
`COc1ccc(C(C)(C)C)cc1NC(=O)C1CC=CCC1C(=O)O` (stereo not drawn) is entered as 103 | -9 | -0.2 | -0.8 | 4 | 9 | 3 | -10 | -3
`O=C(CCC(=O)NC1CCCCC1)NCc1ccc(F)cc1` is entered as 98 | -4 | 1.5 | 0.0 | 6 | 9 | -4 | -6 | -12
`O=C(c1ccccc1)N(Cc1ccc(F)cc1)Cc1nc2ccccc2c(=O)[nH]1` is entered as 100 | 1 | -0.7 | -1.5 | 2 | 3 | -3 | -5 | -5
